# PGC1a acetyl inh: lowers PGC1a acetylation signal in U2OS cells; inhibition, % at 15.6 µM; AlphaScreen anti-acetyl-lysine; with virally co-expressed GCN5 acetyltransferase; 0.17% of 350,000 active;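 active means every replicate shows inhibition of at least 40%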;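 further: 0% = neutral control wells and 100% = positive control wells; some results beyond the cut were filed as inactive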
# PAX8 inh HTS: inhibitors of PAX8 transcriptional activity in RMG-I cells. RMG-I TPO-luciferase reporter, SteadyGlo, 24 h. 1.2% of 360,000 active. inhibition, % at 12.6 µM;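 active means mean replicate inhibition at least 60% with every replicate also reaching 60%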;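 further: luciferase light reporting Pax8 driven TPO promoter activity; plate controls were median of neutral control wells for no effect and mitoxantrone controls for full effect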
# ERAP1 inh: inhibitors of human ERAP1 aminopeptidase; recombinant ERAP1, Leu-AMC fluorescence, 60 min; 0.15% of 340,000 active; inhibition, % at 10.7 µM; Q9NZ08;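 active means mean replicate inhibition of at least 30%, or all replicates individually reaching that 30% level; inactive means mean below 30% and not every replicate reaching it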;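 further: 0% = neutral control wells and 100% = L-leucinethiol positive control wells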
# Target sequence (Q9NZ08 whole entry, looked up): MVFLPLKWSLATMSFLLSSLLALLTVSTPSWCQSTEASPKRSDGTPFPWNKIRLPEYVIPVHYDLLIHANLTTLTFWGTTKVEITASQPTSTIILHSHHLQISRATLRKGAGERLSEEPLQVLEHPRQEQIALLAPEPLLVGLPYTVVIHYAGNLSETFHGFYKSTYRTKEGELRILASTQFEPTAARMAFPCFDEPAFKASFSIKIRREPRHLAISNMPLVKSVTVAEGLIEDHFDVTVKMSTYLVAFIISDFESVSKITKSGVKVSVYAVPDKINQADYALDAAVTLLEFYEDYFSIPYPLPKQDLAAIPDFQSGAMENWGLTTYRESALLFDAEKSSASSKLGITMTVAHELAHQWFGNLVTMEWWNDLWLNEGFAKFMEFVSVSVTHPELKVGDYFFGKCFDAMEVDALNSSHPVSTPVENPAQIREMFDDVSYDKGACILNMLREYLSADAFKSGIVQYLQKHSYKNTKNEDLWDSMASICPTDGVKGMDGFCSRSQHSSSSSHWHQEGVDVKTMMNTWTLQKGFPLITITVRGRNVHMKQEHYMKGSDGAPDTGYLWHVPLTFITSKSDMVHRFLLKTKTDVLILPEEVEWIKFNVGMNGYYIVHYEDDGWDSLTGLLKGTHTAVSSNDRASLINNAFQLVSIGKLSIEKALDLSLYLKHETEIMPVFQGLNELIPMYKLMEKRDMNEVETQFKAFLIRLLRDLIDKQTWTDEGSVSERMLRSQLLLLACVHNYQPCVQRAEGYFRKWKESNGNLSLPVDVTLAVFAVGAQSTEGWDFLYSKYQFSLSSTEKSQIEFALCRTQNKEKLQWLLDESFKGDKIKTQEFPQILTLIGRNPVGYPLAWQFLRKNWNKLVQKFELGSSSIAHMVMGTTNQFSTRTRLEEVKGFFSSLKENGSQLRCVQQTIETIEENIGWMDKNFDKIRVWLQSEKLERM
# LGR2 antag: blocks bursicon-induced cAMP signaling via Drosophila LGR2; 0.35% of 380,000 active; HEK293 LGR2, CRE-luciferase, bursicon-stimulated, 4 h; inhibition, % at 9.99 µM;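 active means drop in luminescence signal, shown as inhibition above about 50% in the replicate tests, limit read from the data, passing the limit was not always enough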;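 further: agonist challenge used bursicon conditioned medium at about half maximal strength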
# PglD inh: blocks C. jejuni PglD acetyltransferase activity | 0.098% of 360,000 active | AID 602405 | inhibition, % at 12.5 µM | purified PglD enzyme, DTNB colorimetric CoA detection; in the data active means inhibition above about 16%, passing the limit was not always enough; further: strong numbers were not always called active
# FN deposit inh: fibronectin deposition inhibition; AID 743247; AH1F fibroblasts, Alexa488-fibronectin deposition fluorescence, overnight; 0.086% of 350,000 active; inhibition, % at 12.6 µM;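 active means mean inhibition across replicates of 30% or more, regardless of how many single replicates reach that level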;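 further: positive control wells lacked labelled fibronectin entirely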
#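 Material: AH1F fibroblasts assembling fluorescent fibronectin matrix; amount: 10000 AH1F cells/well; medium: DMEM, 2% serum; reagent: Alexa488-fibronectin, 24 nM final in well; dosing: single compound dose, delivered by pin transfer; incubation: 1 h adhesion, overnight exposure; detection: fluorescence after three HBSS washes, excitation 485 nm, emission 525 nm; measure: fibronectin deposition inhibition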
# S100A4 inh HTS: blocks human S100A4 binding to myosin IIA peptide. P26447. S100A4/TAMRA-MyoIIA peptide fluorescence polarization. inhibition, % at 10.7 µM. 0.14% of 360,000 active. AID 652163;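 active means mean inhibition of at least 70% across replicates, with every replicate also reaching that level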
#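 assay system = human S100A4 monomer with TAMRA-labelled myosin IIA peptide | also added = labelled myosin peptide probe, 5 nM | incubation = 5 min between mix addition and reading | control set = DMSO and TFP controls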
# EWS-Fli inh: EWS/Fli transcriptional activity inhibition | A673 NR0B1-luciferase reporter, viability-normalised | inhibition, % at 12.6 µM | 0.67% of 350,000 active | AID 651661;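 active means mean inhibition of at least 50% after viability correction, with every replicate also passing that limit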;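 further: firefly luciferase signal divided by Alamar Blue viability fluorescence both relative to DMSO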
# An asterisk follows results filed as active; . = not tested or not shown.
no.	Compound	PGC1a acetyl inh	PAX8 inh HTS	ERAP1 inh	LGR2 antag
1	Cc1cc(N2C(=O)C(O)=C(C(=O)c3cc4ccccc4o3)C2c2ccc(Cl)cc2)no1 (centres undefined)	2	-3	-1	3
2	CCCCN(C(=O)CN1CC(C)OC(C)C1)c1c(N)n(CC(C)C)c(=O)[nH]c1=O (centres undefined)	.	1	-8	12
3	CCN1CCN(c2ncnc3scc(-c4ccc(C)cc4)c23)CC1	5	3	5	-6
4	C/C(CC(=O)Nc1cc(C)ccn1)=N\NC(=O)c1cccc(C)c1	.	-2	5	-20
5	COC(=O)c1cc(Br)c(=O)n(CCN2CCCC2)c1	1	14	.	.
6	C[C@H]1CN([C@@H](C)CO)C(=O)c2cc(NC(=O)Cn3cnnn3)ccc2O[C@H]1CN(C)C(=O)Nc1ccc2c(c1)OCO2	-13	.	4	17
7	C[C@@H]1CN([C@@H](C)CO)C(=O)Cc2cc(NS(=O)(=O)c3cn(C)cn3)ccc2O[C@H]1CN(C)Cc1ccncc1	-2	-11	-10	26
8	O=C1CCC/C=C\C[C@H](CC(=O)N(CCO)Cc2ccccc2)C(=O)N2CCC[C@@H]2CO1	10	5	-4	13
9	Fc1ccccc1N1CCN(C2CCCN(Cc3ccccc3C(F)(F)F)C2)CC1 (centres undefined)	15	3	-2	30
10	Cc1ncc(CO)c(CO)c1O	5	-16	-2	17
11	COc1ccc(-c2cc(C(=O)Nc3cc(OC)c(OC)c(OC)c3)no2)cc1	14	2	-1	10
12	CC1CN(S(=O)(=O)c2ccc(C(=O)NCCCn3ccnc3)cc2)CC(C)O1 (centres undefined)	-411	13	0	4

no.	PglD inh	FN deposit inh	S100A4 inh HTS	EWS-Fli inh
1	2	-3	-2	.
2	.	0	10	2
3	5	-2	-1	-7
4	.	0	0	-37
5	4	4	.	.
6	7	8	-96	-9
7	-4	.	-2	1
8	5	-4	-3	-11
9	-7	-6	-3	4
10	1	5	-1	-3
11	-9	1	-3	-29
12	.	9	-4	-13

# The list goes on; the last two above are carried over.
no.	Compound	PGC1a acetyl inh	PAX8 inh HTS	ERAP1 inh	LGR2 antag
11	COc1ccc(-c2cc(C(=O)Nc3cc(OC)c(OC)c(OC)c3)no2)cc1	14	2	-1	10
12	CC1CN(S(=O)(=O)c2ccc(C(=O)NCCCn3ccnc3)cc2)CC(C)O1 (centres undefined)	-411	13	0	4
13	COCC(C)n1c(SCC(=O)NC2CCCCC2)nc2ccccc2c1=O (centres undefined)	17	7	-8	3
14	CO[C@@H]1CN(C)C(=O)c2cc(NS(=O)(=O)c3cccc(C)c3)ccc2OC[C@@H](C)NC[C@@H]1C	2	.	2	4
15	COc1cc(C(C(=O)NC2CCCCC2)N(Cc2ccco2)C(=O)c2cnccn2)cc(OC)c1OC (centres undefined)	.	5	-4	17
16	O=C(Nc1ccncc1)c1ccc(N2CCCC2=O)cc1	.	-46	-4	-10
17	Cc1[nH]c2ccccc2c1SCC(=O)N1CCCCC1	-1	9	1	.
18	CCCCCN(C(=O)CCC(=O)OC(C)C(=O)c1ccc(Cl)cc1)c1c(N)n(CCCC)c(=O)[nH]c1=O (centres undefined)	.	.	5	12
19	O=C(O)/C=C/C(=O)N1CCc2ccccc21	-10	36	7	-2
20	COc1ccc(C2N(c3ccc(C)cc3)CCN2c2ccc(C)cc2)cc1O	.	-8	-2	-33
21	COc1cc(/C(=C/c2ccccc2)c2ccccc2)c2c(c1)oc1ccccc12	12	6	1	.
22	Cc1nc(COC(=O)c2cc(O)c3ccccc3c2O)cs1	-4	1	-1	5
23	COc1ccc(N2CCN(c3ccc(S(=O)(=O)N(C(C)C)C(C)C)cn3)CC2)cc1	.	7	1	-1
24	O=C(COC(=O)Cn1cnc2ccccc2c1=O)Nc1cc(Cl)ccc1[N+](=O)[O-]	.	7	10	6

no.	PglD inh	FN deposit inh	S100A4 inh HTS	EWS-Fli inh
11	-9	1	-3	-29
12	.	9	-4	-13
13	-2	-3	4	-5
14	-2	2	1	1
15	.	.	7	-12
16	0	-17	-2	-19
17	.	-19	-2	14
18	.	-1	1	6
19	.	5	-30	2
20	.	5	-5	-7
21	1	-5	-1	-4
22	.	-4	8	7
23	-5	5	-2	9
24	.	-6	-2	11

# Continuation.
no.	Compound	PGC1a acetyl inh	PAX8 inh HTS	ERAP1 inh	LGR2 antag
25	COc1ccc(S(=O)(=O)N2CCOCC2)cc1NC(=O)c1c(C)noc1C	-5	-5	-1	9
26	O=C([C@@H]1CCCN1C(=O)c1cccs1)N1CCN(S(=O)(=O)c2ccccc2F)CC1	2	16	-1	-12
27	COC(=O)c1ccccc1S(=O)(=O)N1CCC(C(=O)OC(C)C(=O)N(C)Cc2ccccc2)CC1 (centres undefined)	-4	1	13	10
28	COc1ccc(-c2ccc3c(c2)C2CC3CCN2S(=O)(=O)c2ccccc2C)cc1 (centres undefined)	-14	15	1	-4
29	COC(=O)CN1C(C)=Nc2ccc(Br)cc2C1c1ccccc1 (centres undefined)	-10	10	-1	7
30	O=C(COC(=O)c1ccc(S(=O)(=O)NCc2ccco2)cc1)NCc1ccccc1	14	10	2	-2
31	CCC(Cc1ccccc1)NC(=O)CN(C)S(=O)(=O)c1ccc2c(c1)c(=O)n(C)c(=O)n2C (centres undefined)	-3	11	-2	-5
32	CC(C)Oc1ccc(CSC(=N)N)cc1	-8	11	.	.
33	CC(C)c1ccccc1OCC(=O)N(C)CC(=O)Nc1ccc(F)cc1	.	19	3	14
34	COc1cccc(C(=O)NC(=O)Nc2cc(C)on2)c1	1	-174	8	-76
35	CCOC(=O)c1ccc(NC(=O)CSc2nnc(CC)o2)cc1	.	-17	-3	2
36	CCOC(=O)c1cn(Cc2ccccc2)nn1	-1	27	2	0

no.	PglD inh	FN deposit inh	S100A4 inh HTS	EWS-Fli inh
25	1	8	-6	0
26	6	-3	1	0
27	-2	-4	-1	3
28	-6	-2	-5	9
29	3	-6	-4	.
30	-1	-2	-1	-1
31	4	5	2	-4
32	2	12	.	.
33	3	-3	0	9
34	4	1	4	-75
35	2	-12	-1	.
36	1	7	4	-1

# The closing six compounds of the part above are carried over, then new ones follow:
no.	Compound	PGC1a acetyl inh	PAX8 inh HTS	ERAP1 inh	LGR2 antag
31	CCC(Cc1ccccc1)NC(=O)CN(C)S(=O)(=O)c1ccc2c(c1)c(=O)n(C)c(=O)n2C (centres undefined)	-3	11	-2	-5
32	CC(C)Oc1ccc(CSC(=N)N)cc1	-8	11	.	.
33	CC(C)c1ccccc1OCC(=O)N(C)CC(=O)Nc1ccc(F)cc1	.	19	3	14
34	COc1cccc(C(=O)NC(=O)Nc2cc(C)on2)c1	1	-174	8	-76
35	CCOC(=O)c1ccc(NC(=O)CSc2nnc(CC)o2)cc1	.	-17	-3	2
36	CCOC(=O)c1cn(Cc2ccccc2)nn1	-1	27	2	0
37	CC1=CC2=NC(=O)/C(=C\c3cc(C)n(-c4ccc(F)cc4)c3C)C(=N)N2O1	.	11	0	.
38	CC(=O)NC1=NN(C(C)=O)C(C)(c2ccco2)S1 (centres undefined)	-3	13	2	6
39	Cc1cccc(C(=O)Nc2ccc(N3CCN(c4ccc(C(F)(F)F)cn4)CC3)nc2)c1	1	-20	4	-2
40	O=C(Nc1ccc(F)cc1F)NC1CCCc2ccccc21 (centres undefined)	8	-10	2	12
41	CCC(=O)N1CC(=O)N2[C@@H](CO)[C@@H](c3ccc(-c4ccccc4F)cc3)[C@@H]2C1	2	.	.	-21
42	O=C(CN1C(=O)c2ccc([N+](=O)[O-])cc2C1=O)NC1CCCCCC1	.	2	-3	-3
43	c1ccc(N2CCN(Cc3cn4cccnc4n3)CC2)cc1	.	-1	6	-11
44	CC(=O)C1=C(O)C(=O)N(c2cccnc2)C1c1ccc([N+](=O)[O-])cc1 (centres undefined)	.	-14	0	13
45	Cc1ccc(C(=O)CCC(=O)OCC(=O)Nc2c(C)nn(-c3ccccc3)c2C)cc1	1	4	-2	-13
46	CC(=O)Nc1cccc(-c2nn[nH]n2)c1	5	-2	-14	1
47	CO[C@@H]1CN(C)C(=O)c2cc(NC(=O)c3ccccc3F)ccc2OC[C@H](C)N(C(C)=O)C[C@H]1C	-16	-9	-2	-9
48	CCCCNC(=O)C[C@@H]1C[C@@]2(C(=O)OCC)CCC=C2N(Cc2ccc(Cl)cc2Cl)C1=O	.	-10	.	0

no.	PglD inh	FN deposit inh	S100A4 inh HTS	EWS-Fli inh
31	4	5	2	-4
32	2	12	.	.
33	3	-3	0	9
34	4	1	4	-75
35	2	-12	-1	.
36	1	7	4	-1
37	.	-14	3	-14
38	-3	-10	1	6
39	3	-1	-12	-1
40	5	8	4	-1
41	.	.	-19	-2
42	.	-10	-3	2
43	1	-4	-2	-3
44	.	-9	-1	-2
45	5	0	-5	-4
46	-6	-3	-2	3
47	0	3	0	-9
48	.	-1	-5	11

# Next part:
no.	Compound	PGC1a acetyl inh	PAX8 inh HTS	ERAP1 inh	LGR2 antag
49	CN(C)S(=O)(=O)c1ccc(C(=O)NCc2nnc(SCC(=O)N3CCCC3)o2)cc1	.	9	-3	16
50	O=C(NC(=S)NCc1ccco1)c1cccc(Cl)c1	.	-37	0	-13
51	C[C@H](CO)N1C[C@H](C)[C@H](CN(C)C(=O)Nc2ccc(F)cc2)Oc2ccc(NC(=O)CCC(F)(F)F)cc2C1=O	29	-12	-2	-4
52	Oc1ccc(Br)cc1CNc1cccc2cccnc12	.	17	-2	0
53	C[C@H]1CN([C@@H](C)CO)S(=O)(=O)c2ccc(C#CC(C)(C)O)cc2O[C@H]1CN(C)C(=O)CN(C)C	-5	.	1	-16
54	Cc1c(C(=O)Nc2c(F)cccc2F)sc2ncn(CC(=O)N3CCCCC3)c(=O)c12	-2	1	-1	-2
55	CCOC(=O)CCNC(=O)N1CCCC(N(C)CCc2ccccc2)C1 (centres undefined)	4	15	-1	2
56	Cc1cccn2c(=O)c3cc(C(=O)NCCc4ccccc4)c(=N)n(CC4CCCO4)c3nc12 (centres undefined)	-27	25	-61	9

no.	PglD inh	FN deposit inh	S100A4 inh HTS	EWS-Fli inh
49	-4	2	7	.
50	1	-4	2	-3
51	3	.	0	6
52	-3	-2	-3	6
53	1	-4	6	-4
54	1	-2	-2	-5
55	2	6	-4	16
56	5	14	-2	13
